Screening data deposited in PubChem by The Scripps Research Institute Molecular Screening Center.
TAAR1 antag = antagonists of human TAAR1 | CHO RD-HGA16 TAAR1, Fluo-8 calcium fluorescence, antagonist | inhibition, % at 3 µM | 360,000 tested, 1.5% active;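 active means inhibition above a per-plate cutoff, the mean inhibition of test compounds on that plate plus 3 SD, cut at about 49% in these data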;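 further: 0% = DMSO plus EC80 beta-PEA response and 100% = DMSO alone without agonist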
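System: RD-HGA16 CHO cells with stable hTAAR1 and Gα16 | Probe or stimulus: EC80 β-phenethylamine stimulus | Dosing: 3 µM, single point | Times: Dye loading 75 min at 37 °C, then 30 min room temperature | Measured by: Fluo-8 calcium-sensitive fluorescence | Read-out basis: % inhibition of agonist calcium response | Replicates: n of 1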
TAAR1 agonist = agonists of human TAAR1. 360,000 tested, 0.99% active. CHO RD-HGA16 TAAR1, Fluo-8 calcium fluorescence; vehicle wells 0%, saturating PEA agonist 100%. Q96RJ0. AID 624467. activation, % at 3 µM;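 active means activation above the mean activation of all test compounds in the run plus 3 SD, cut at about 38% in these data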
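Benchmarks: low control DMSO, high control PEA (EC100); System: CHO RD-HGA16 cells carrying human TAAR1 plus Gα16; Detection: Fluo-8 fluorescence, 5 s baseline then 140 s kinetic read; Schedule: 17-24 h plating, Fluo-8 75 min 37 °C, 30 min RT; Read-out basis: % activation from peak over basal fluorescence ratio, DMSO-to-PEA scaled.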
M1 PAM = positive allosteric modulators of human M1 muscarinic receptor | CHO-K1 hM1, Fluo-8 calcium fluorescence, ACh EC20; 0% = ACh EC20, 100% = maximal ACh | activation, % at 3 µM | 360,000 tested, 0.088% active; in the data active means activation above about 19%, passing the limit was not always enough
Target sequence (P11229 whole entry, looked up): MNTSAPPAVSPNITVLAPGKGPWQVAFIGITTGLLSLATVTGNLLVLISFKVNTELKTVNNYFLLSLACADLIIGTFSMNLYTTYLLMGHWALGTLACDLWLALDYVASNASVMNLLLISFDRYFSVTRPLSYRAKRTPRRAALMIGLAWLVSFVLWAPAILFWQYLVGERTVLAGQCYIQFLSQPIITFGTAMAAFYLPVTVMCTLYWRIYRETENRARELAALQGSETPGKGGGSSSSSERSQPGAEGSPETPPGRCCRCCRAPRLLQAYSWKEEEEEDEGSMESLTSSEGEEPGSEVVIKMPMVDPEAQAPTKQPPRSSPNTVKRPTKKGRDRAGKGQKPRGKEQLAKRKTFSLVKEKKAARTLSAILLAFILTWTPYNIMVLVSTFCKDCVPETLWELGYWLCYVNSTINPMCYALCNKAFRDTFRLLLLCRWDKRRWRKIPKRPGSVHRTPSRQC
M1 ag = agonists of human M1 muscarinic receptor; 360,000 tested, 0.33% active; CHO-K1 hM1, Fluo-8 calcium fluorescence, agonist mode; 0% DMSO, 100% acetylcholine EC100; activation, % at 3 µM; AID 588814;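 active means activation above the run's mean compound activation plus 3 SD, cut at about 16% in these data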;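 further: peak over basal fluorescence ratio within a 140 s kinetic read after compound addition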
M1 antag = blocks human M1 muscarinic receptor | P11229 | CHO-K1 hM1, Fluo-8 calcium fluorescence, ACh EC80 antagonist | inhibition, % at 3 µM | 360,000 tested, 1.3% active | AID 588852;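 active means percent inhibition above its own plate's cutoff, namely the mean of that plate's compound wells plus 3 SD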;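 further: peak over basal fluorescence ratio during 140 s after agonist addition; 0% = ACh EC80 plus DMSO and 100% = DMSO alone without agonist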
CHO parental Ca = counter-screen: ATP calcium response change in parental CHO cells. AID 463079. inhibition, % at 5.6 µM. parental CHO-K1, ATP-induced calcium, Fluo-8 fluorescence. 330,000 tested, 0.63% active;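 active means inhibition above that plate's mean sample inhibition plus 3 SD, cut at about 26% in these data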;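 further: 0% = ATP-challenged DMSO wells and 100% = DMSO wells without ATP; some compounds past the cut are filed as inactive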
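Material – parental CHO cells · Reagent – ATP stimulus · Compound – single nominal dose of 5.6 µM per compound · Detection – Fluo-8 fluorescence · Read-out basis – percent inhibition of calcium signal · Controls – ATP-challenged DMSO wells low, unchallenged DMSO wells high · Repeats – no replicates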
OXTR agonist = activates the human oxytocin receptor. activation, % at 3 µM. P30559. CHO-OTR cells, Fluo-8 calcium fluorescence; normalized: DMSO 0%, oxytocin 100%. AID 2435. 320,000 tested, 0.32% active;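 active means activation above the mean of all tested compounds plus 3 SD, cutoff set per screening run, cut at about 20% in these data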;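 further: peak over basal fluorescence ratio from a 100 s FLIPR kinetic read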
V1aR counter = counter-screen for oxytocin receptor agonists: human V1a receptor agonists; activation, % at 3 µM; CHO-V1R cells, Fluo-8 calcium fluorescence, agonist mode; 0% DMSO, 100% 3 nM vasopressin; 320,000 tested, 0.25% active; P37288; AID 2797;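 active means activation above the mean activation of all tested compounds plus 3 SD, per screening run, cut at about 20% in these data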;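 further: signal is peak over basal fluorescence ratio across a 100 second FLIPR read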
Target sequence (P37288 whole entry, looked up): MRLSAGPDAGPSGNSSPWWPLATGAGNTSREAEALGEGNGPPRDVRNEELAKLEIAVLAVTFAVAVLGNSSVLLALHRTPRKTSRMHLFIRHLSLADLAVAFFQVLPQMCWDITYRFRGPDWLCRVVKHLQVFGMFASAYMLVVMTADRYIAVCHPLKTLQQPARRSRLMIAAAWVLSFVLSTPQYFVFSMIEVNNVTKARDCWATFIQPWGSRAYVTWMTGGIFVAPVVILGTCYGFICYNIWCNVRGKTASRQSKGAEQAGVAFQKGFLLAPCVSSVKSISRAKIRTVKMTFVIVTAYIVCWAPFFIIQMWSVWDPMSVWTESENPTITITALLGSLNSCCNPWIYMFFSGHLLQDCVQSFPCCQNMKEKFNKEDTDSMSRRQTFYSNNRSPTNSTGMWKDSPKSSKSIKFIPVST
OXTR potentiator = potentiates the human oxytocin receptor response. AID 2445. 320,000 tested, 0.061% active. activation, % at 3 µM. CHO-OTR cells, Fluo-8 calcium fluorescence, potentiator mode; 0% = oxytocin EC15, 100% = EC100. P30559;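 active means activation above that plate's cutoff, the mean activation of tested compounds plus 3 SD, cut at about 6.6% in these data, passing the limit was not always enough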;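 further: 100% uses oxytocin at 75 nM as the full agonist control; some results filed as inactive read as strong as hits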
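Material: CHO-OTR cells, human receptor; compound dosing: single dose, 3.0 µM nominal final compound concentration; schedule: 6 min compound pre-incubation at room temperature, 100 s kinetic read; measured by: kinetic Fluo-8 calcium fluorescence; read-out basis: % activation vs EC15 and EC100 oxytocin; controls: EC15 oxytocin alone as 0%, 75 nM oxytocin as 100%; replicates: singlicate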
* hit, by the source's call. An unsorted share of the library. About 3.7% of those tested had a hit in this group.

For Cc1sc2ncn(CC(=O)NCCCC(=O)N3CCN(c4ccccc4F)CC3)c(=O)c2c1C the results were TAAR1 antag -8, TAAR1 agonist 1, M1 PAM -2, M1 ag -5, M1 antag 9, CHO parental Ca -23, OXTR agonist 2.2, V1aR counter 2.7 and OXTR potentiator -2.
O=C1NC(=O)C2(CCCC2)N1 was read as TAAR1 antag -2, TAAR1 agonist 0, M1 PAM 5, M1 ag 0 and M1 antag -3.
`COc1cccc(CC2(CO)CCCN(CC3=Cc4cc(Cl)ccc4OC3)C2)c1` (stereo not given) gave TAAR1 antag -3, TAAR1 agonist -2, M1 PAM -26, M1 ag -14, M1 antag 6, CHO parental Ca -18, OXTR agonist -0.7, V1aR counter 0.1 and OXTR potentiator -7.
Screening Cc1ccc(-n2nc3c(=O)n(C(C)C(=O)NCCCc4ccccc4)nc(C)c3c2C)cc1 (stereo not given) returned TAAR1 antag 3, TAAR1 agonist 10, M1 PAM -7, M1 ag -2, M1 antag 0, CHO parental Ca -43, OXTR agonist 3.6, V1aR counter 4.9 and OXTR potentiator -4.
`COc1cccc(NC(=O)[C@@H](NC(=O)N2CCn3c2nc2ccccc23)C(C)C)c1` gave TAAR1 antag -7, TAAR1 agonist 1, M1 PAM 10, M1 ag -2, M1 antag -15, CHO parental Ca -16, OXTR agonist 0.8, V1aR counter 3.0 and OXTR potentiator -11.
Screening O=C(Nc1cccnc1)c1sc(Nc2ccccc2F)nc1-c1ccccc1 returned TAAR1 antag 1, TAAR1 agonist 10, M1 PAM 2, M1 ag -2, M1 antag 8, CHO parental Ca -19, OXTR agonist -0.8, V1aR counter 0.1 and OXTR potentiator -5.
For CC(C)c1ccc(N(CC(=O)NCCc2ccccc2)C(=O)c2csnn2)cc1 the results were TAAR1 antag -21, TAAR1 agonist 3, M1 PAM 1, M1 ag -3, M1 antag -2, CHO parental Ca -33, OXTR agonist 0.5, V1aR counter 1.2 and OXTR potentiator -8.
For C=CCn1c(N2CCCCCC2)nc2c1c(=O)[nH]c(=O)n2C the results were TAAR1 antag -8, TAAR1 agonist -1, M1 PAM 4, M1 ag -9, M1 antag -7, CHO parental Ca 1, OXTR agonist -1.2, V1aR counter -0.4 and OXTR potentiator -5.
For Cc1oc(-c2ccc(Cl)cc2)cc1C(=O)/C(C#N)=C/Nc1ccccc1 the results were TAAR1 antag -30, TAAR1 agonist 3, M1 PAM 1, M1 ag -2, M1 antag -5, CHO parental Ca -15, OXTR agonist -2.2, V1aR counter -0.1 and OXTR potentiator -2.
For COc1ccccc1N1CCN(C(=O)C2CCCN(c3ncnc4c3nc3n4CCCCC3)C2)CC1 (stereo not given) the results were TAAR1 antag -6, TAAR1 agonist 5, M1 PAM 8, M1 ag 0, M1 antag -9, CHO parental Ca -8, OXTR agonist -1.2, V1aR counter 0.0 and OXTR potentiator -22.
`CN1CCN(NC(=O)c2cn(-c3ccccc3)nc2-c2cccc(Br)c2)CC1` gave TAAR1 antag -3, TAAR1 agonist 5, M1 PAM 9, M1 ag -9, M1 antag -6, CHO parental Ca -20, OXTR agonist 11, V1aR counter 3.9 and OXTR potentiator -11.
CCCCC(c1nnnn1C1CCCC1)N1CCN(C2CCCCC2)CC1 (stereo not given) was read as TAAR1 antag -14, TAAR1 agonist 13, M1 PAM -2, M1 ag -6, M1 antag -8, CHO parental Ca -17, OXTR agonist -0.6, V1aR counter -0.1 and OXTR potentiator -11.
For O=C(CCNS(=O)(=O)c1cccc2nonc12)NCc1cccs1 the results were TAAR1 antag -15, TAAR1 agonist 1, M1 PAM 4, M1 ag 1, M1 antag 1, CHO parental Ca -18, OXTR agonist -0.7, V1aR counter 1.1 and OXTR potentiator -7.
`Cc1ccc(S(=O)(=O)N2CCN(C(=O)COC(=O)CCCOc3ccccc3)CC2)c(C)c1` gave TAAR1 antag 3, TAAR1 agonist 5, M1 PAM 0, M1 ag 2, M1 antag -6, CHO parental Ca -15, OXTR agonist 13, V1aR counter 8.0 and OXTR potentiator -10.
`Cc1cccn2c(=O)c3cc(C#N)c(=NC(=O)c4cccs4)n(CC(C)C)c3nc12` gave TAAR1 antag -24, TAAR1 agonist 7, M1 PAM -2, M1 ag -3, M1 antag 14, CHO parental Ca -20, OXTR agonist -1.4, V1aR counter 0.3 and OXTR potentiator -2.
Screening NC(N)=N/N=C/c1ccc(Cl)c(Cl)c1 returned TAAR1 antag -25, TAAR1 agonist 39*, M1 PAM 9, M1 ag -3, M1 antag -10, CHO parental Ca -15, OXTR agonist 3.6, V1aR counter 1.2 and OXTR potentiator -5.
Cc1cc(=O)c(C(=O)O)cn1Nc1ccc(F)cc1 was read as TAAR1 antag 1, TAAR1 agonist 5, M1 PAM 2, M1 ag 0, M1 antag -8, CHO parental Ca 7, OXTR agonist 0.2, V1aR counter 1.1 and OXTR potentiator -1.
CN1C(=O)C(=O)/C(=C(/O)c2ccc(Br)cc2)C1c1ccc(F)cc1 (stereo not given) was read as TAAR1 antag 3, TAAR1 agonist 7, M1 PAM 4, M1 ag -2, M1 antag -3, CHO parental Ca -4, OXTR agonist 0.0, V1aR counter 1.0 and OXTR potentiator -2.
Screening CCOc1ccc(-n2c(C)c3c(C)nnc(C)c3c2C)cc1 returned TAAR1 antag -4, TAAR1 agonist -1, M1 PAM -12, M1 ag -9 and M1 antag 8.
Screening CC1Oc2ccccc2N(CC(=O)N2CCCc3ccccc32)C1=O (stereo not given) returned TAAR1 antag 2, TAAR1 agonist 10, M1 PAM 7, M1 ag 2, M1 antag 2, CHO parental Ca -27, OXTR agonist 1.5, V1aR counter 0.9 and OXTR potentiator -4.

Quoted at random: 2 entries already listed
`Cc1cccn2c(=O)c3cc(C#N)c(=NC(=O)c4cccs4)n(CC(C)C)c3nc12` gave TAAR1 antag -24, TAAR1 agonist 7, M1 PAM -2, M1 ag -3, M1 antag 14, CHO parental Ca -20, OXTR agonist -1.4, V1aR counter 0.3 and OXTR potentiator -2.
Screening Cc1ccc(-n2nc3c(=O)n(C(C)C(=O)NCCCc4ccccc4)nc(C)c3c2C)cc1 (stereo not given) returned TAAR1 antag 3, TAAR1 agonist 10, M1 PAM -7, M1 ag -2, M1 antag 0, CHO parental Ca -43, OXTR agonist 3.6, V1aR counter 4.9 and OXTR potentiator -4.

Following part:
COc1ccc(NC(=O)COC(=O)/C=C/c2ccc(OC)c(S(=O)(=O)N3CCOCC3)c2)cc1 was read as TAAR1 antag -2, TAAR1 agonist 5, M1 PAM -3, M1 ag -5, M1 antag 2, CHO parental Ca -12, OXTR agonist 1.3, V1aR counter 3.3 and OXTR potentiator -7.
For CC(C)(C)NC(=O)c1cc(F)c(F)cc1Cl the results were TAAR1 antag -1, TAAR1 agonist 4, M1 PAM -1, M1 ag -3, M1 antag -1, CHO parental Ca -5, OXTR agonist 0.1, V1aR counter 0.0 and OXTR potentiator -2.
C/C(=N\Nc1cccc(C(F)(F)F)c1)c1ccc(O)cc1 was read as TAAR1 antag -39, TAAR1 agonist 1, M1 PAM 3, M1 ag -3, M1 antag 1, CHO parental Ca -11, OXTR agonist -0.1, V1aR counter -0.6 and OXTR potentiator -1.
O=C(CNC(=O)c1cccs1)OCC(=O)c1ccc([N+](=O)[O-])cc1 was read as TAAR1 antag -12, TAAR1 agonist 0, M1 PAM -19, M1 ag -4, M1 antag 19, CHO parental Ca -11, OXTR agonist 0.2, V1aR counter 0.6 and OXTR potentiator 1.
Screening C/C=C/C(=O)OCC(=O)Nc1cc(-c2cc(C)c(C)cc2C)nn1-c1ccccc1 returned TAAR1 antag -1, TAAR1 agonist 3, M1 PAM -4, M1 ag -5, M1 antag 3, CHO parental Ca -1, OXTR agonist -1.1, V1aR counter 0.5 and OXTR potentiator -3.
For Cc1ccc(C(=O)N/N=C/c2ccc(OC(=O)c3ccccc3Cl)cc2)cn1 the results were TAAR1 antag 47, TAAR1 agonist 16, M1 PAM -3, M1 ag 1, M1 antag 8, CHO parental Ca 7, OXTR agonist 3.3, V1aR counter 9.4 and OXTR potentiator -14.
For CCN(CC)CCn1c2ccccc2c2cnc(N=CN(C)C)c(C#N)c21 the results were TAAR1 antag 3, TAAR1 agonist 10, M1 PAM 8, M1 ag -5, M1 antag -10, CHO parental Ca -3, OXTR agonist 0.0, V1aR counter -0.6 and OXTR potentiator 2.
For COc1cccc(NC(=O)CN(C)C(=O)c2cc(S(=O)(=O)NCc3ccccc3)ccc2C)c1 the results were TAAR1 antag -16, TAAR1 agonist 1, M1 PAM 4, M1 ag -4, M1 antag -3, CHO parental Ca -18, OXTR agonist 0.7, V1aR counter 0.3 and OXTR potentiator -7.
CC(=O)Nc1ccc(NC(=O)COc2ncnc3ccccc23)cc1 was read as TAAR1 antag -7, TAAR1 agonist 0, M1 PAM 4, M1 ag -2, M1 antag 1, CHO parental Ca -14, OXTR agonist 0.5, V1aR counter -0.2 and OXTR potentiator -7.
Cn1c2c(c(=O)n(C)c1=O)[C@@H]1c3c(ccc4ccccc34)OC[C@@H]1CO2 was read as TAAR1 antag -6, TAAR1 agonist 4, M1 PAM 10, M1 ag 1, M1 antag -14, CHO parental Ca -20, OXTR agonist -1.5, V1aR counter -0.1 and OXTR potentiator -9.
COc1ccccc1NCC(=O)N/N=C/c1cccnc1 was read as TAAR1 antag -9, TAAR1 agonist 5, M1 PAM 3, M1 ag -4, M1 antag -6, CHO parental Ca -10, OXTR agonist 2.9, V1aR counter -0.4 and OXTR potentiator -1.
For NC(=O)CSc1nc2cc3c(cc2c(=O)n1CCCC(=O)NCc1ccc2c(c1)OCO2)OCO3 the results were TAAR1 antag 25, TAAR1 agonist 2, M1 PAM -4, M1 ag -4, M1 antag 11, CHO parental Ca -2, OXTR agonist 0.3, V1aR counter -0.4 and OXTR potentiator -5.
`O=c1c2c(nc3n1CCCCC3)-c1ccccc1CC21CCCCC1` gave TAAR1 antag 8, TAAR1 agonist 0, M1 PAM -5, M1 ag -4, M1 antag -1, CHO parental Ca -24, OXTR agonist -2.0, V1aR counter 0.7 and OXTR potentiator -11.
For CCc1cc2c(=O)n(-c3ccccc3)c(SCC(=O)O)nc2s1 the results were TAAR1 antag -30, TAAR1 agonist 1, M1 PAM 2, M1 ag -1, M1 antag -4, CHO parental Ca 1, OXTR agonist -1.0, V1aR counter 0.0 and OXTR potentiator -7.
O=C(COc1ccc(Cl)cc1)NNC(=O)C(=O)N1CCCCC1 was read as TAAR1 antag -5, TAAR1 agonist 10, M1 PAM 12, M1 ag 0, M1 antag -11, CHO parental Ca -9, OXTR agonist 0.9, V1aR counter 0.4 and OXTR potentiator -5.
